UPR XBP1 act – activators of adaptive arm of unfolded protein response (XBP1); 0.33% of 330,000 active; AID 463104; CHO-XBP1 luciferase reporter, IRE1-XBP1 UPR activation, luminescence; percent of tunicamycin response, DMSO as zero; activation, % at 20 µM;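 active means versus positive control, 20 µM dose yields 30% or more activation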;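 further: 100% = tunicamycin at 10 µg/mL and 0% = DMSO only wells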
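Material – CHO cell line with stable XBP1 luciferase reporter · Buffer or medium – F12 plus 10% FBS · Compound – single point, 20 µM final compound, 1% DMSO · Schedule – 16-18 h cell attachment at 37 °C, then 6 h compound exposure · Signal – Steady-Glo luminescence read · Benchmarks – high control tunicamycin 10 µg/mL final, low control DMSO vehicle only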
EBI2 block – blocks human EBI2 receptor beta-arrestin signaling; P32249; EBI2 beta-arrestin recruitment, luminescence, 7a,25-OHC stimulated; inhibition, % at 5 µM; 0.81% of 360,000 active; AID 651636; in the data active means inhibition above about 38%;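 further: enzyme fragment complementation signal reports receptor beta-arrestin coupling in cells; 0% = agonist plus DMSO wells and 100% = wells without agonist; some results beyond the cut were filed as inactive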
Mdm2-MdmX inh – inhibitors of human Mdm2/MdmX interaction | O15151+Q00987 | SaOS-2 split-luciferase Mdm2/MdmX complementation, luminescence | inhibition, % at 8 µM | 3% of 330,000 active;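 active means inhibition of at least 50% at 8 µM in the primary screen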
CCR6 antag – CCR6 (human) receptor antagonism; inhibition, % at 20 µM; 0.49% of 340,000 active; CHO-K1 CCR6 PathHunter beta-arrestin, luminescence, CCL20-stimulated; P51684;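 active means compounds whose inhibition of the agonist-driven luminescence signal at 20 µM reaches about 50%, limit read from the data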;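 further: cells stimulated with CCL20 at 14 nM final; plate controls were DMSO with CCL20 for no effect and DMSO without agonist for full effect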
tim23-1 inh – growth inhibitors of tim23-1 mutant yeast. S. cerevisiae tim23-1 growth, BacTiter-Glo luminescence, 24 h. inhibition, % at 20 µM. 1.3% of 330,000 active. AID 463212;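 active means growth inhibition of the mutant yeast at or above 50%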;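 further: temperature-sensitive mutant grown at 25 °C; plate controls were DMSO-treated mutant yeast for no effect and medium wells lacking yeast for full effect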
CXCR6 inh – inhibitors of human CXCR6 receptor; O00574; CHO-K1 PathHunter CXCR6 beta-arrestin, luminescence; inhibition, % at 20 µM; 0.36% of 360,000 active; in the data active means inhibition above about 34%, passing the limit was not always enough;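 further: antagonist mode with CXCL16 agonist at 10 nM final; 0% = 10 nM CXCL16 with DMSO and 100% = unstimulated wells without agonist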
Target sequence (O00574 whole entry, looked up): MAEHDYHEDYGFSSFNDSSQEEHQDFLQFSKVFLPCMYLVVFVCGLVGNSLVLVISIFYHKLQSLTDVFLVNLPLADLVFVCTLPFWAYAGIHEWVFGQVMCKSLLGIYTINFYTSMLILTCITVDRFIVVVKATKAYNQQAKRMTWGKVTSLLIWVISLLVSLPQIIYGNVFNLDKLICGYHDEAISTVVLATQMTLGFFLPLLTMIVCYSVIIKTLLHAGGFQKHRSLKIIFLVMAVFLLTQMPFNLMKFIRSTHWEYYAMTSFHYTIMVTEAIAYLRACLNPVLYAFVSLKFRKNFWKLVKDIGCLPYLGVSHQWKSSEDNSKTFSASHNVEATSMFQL
APJ antag – APJ receptor antagonism. CHO-K1 APJ beta-arrestin complementation, luminescence. inhibition, % at 20 µM. 0.32% of 330,000 active;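 active means inhibition above about 40% at 20 µM, limit read from the data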;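 further: cells challenged with 10 nM apelin-13 agonist together with compound; plate controls were apelin-13 plus DMSO wells for no effect and DMSO wells lacking apelin-13 for full effect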
Target sequence (P35414 whole entry, looked up): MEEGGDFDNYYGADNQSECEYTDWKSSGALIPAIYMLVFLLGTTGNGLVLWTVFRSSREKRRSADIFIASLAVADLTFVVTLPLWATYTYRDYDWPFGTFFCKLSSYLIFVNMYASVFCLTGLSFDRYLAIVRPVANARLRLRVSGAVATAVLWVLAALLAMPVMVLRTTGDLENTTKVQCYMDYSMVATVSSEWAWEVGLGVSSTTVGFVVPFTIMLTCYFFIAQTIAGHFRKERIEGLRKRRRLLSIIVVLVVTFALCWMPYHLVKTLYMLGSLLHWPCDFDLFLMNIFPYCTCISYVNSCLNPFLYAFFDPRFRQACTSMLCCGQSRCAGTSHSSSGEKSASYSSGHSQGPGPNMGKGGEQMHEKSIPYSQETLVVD
APJ agonist – agonists of human APJ apelin receptor. CHO-K1 APJ PathHunter beta-arrestin, luminescence; 0% DMSO wells, 100% apelin. 0.11% of 330,000 active. activation, % at 20 µM;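 active means activation more than six SD over the plate average, tested at 20 µM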;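 further: 0% = DMSO alone and 100% = apelin-13 at 10 nM; some results filed as inactive read as strong as hits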
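Test system: CHO-K1 APJ beta-arrestin complementation cell line. Amount: cell density 1000 per well. Controls: DMSO negative, 10 nM Apelin-13 positive. Signal: luminescent beta-gal fragment complementation, chemiluminescent substrate. Read-out basis: agonist-driven arrestin binding to APJ. Timing: compound stimulation 90 min at 25 °C, detection 60 min.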
CHOP UPR activ – apoptotic UPR (CHOP) activation | CHO-CHOP luciferase reporter, luminescence; percent of tunicamycin response over DMSO baseline | activation, % at 10 µM | 0.34% of 330,000 active;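 active means at 10 µM dose, activation of 40% or more, normalized to positive control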;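 further: 100% = tunicamycin at 10 µg/mL and 0% = DMSO alone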
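Evaluation: % reporter activation, DMSO baseline versus tunicamycin full activation; System: CHO-CHOP luciferase reporter cell line; Input: 500 cells/well; Incubation: 6 h compound treatment, 37 °C; Measured by: Steady-Glo luciferase luminescence; Dosing: one dose, 10 µM in 0.5% DMSO; Buffer or medium: F12 medium, 10% FBS; Benchmarks: positive tunicamycin 10 µg/mL, negative DMSO alone.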
* = called active by the depositor; . = not tested or not shown. Not all compounds are listed (hit frequency here may not be typical).

molecule | UPR XBP1 act | EBI2 block | Mdm2-MdmX inh | CCR6 antag | tim23-1 inh | CXCR6 inh | APJ antag | APJ agonist | CHOP UPR activ
Cc1cccc2sc(NC(=O)c3ccc(OCC4CCCO4)cc3)nc12 (stereo unspecified) | 2 | 15 | -28 | 3 | 9 | -8 | 17 | 6 | 4.6
CCOC(=O)c1cc(S(=O)(=O)N2CCc3ccccc32)cn1C | -6 | -3 | -1 | 13 | 19 | -8 | 10 | -1 | -0.3
CCCn1c(SCC(=O)Nc2cccc(C(=O)OC)c2)nnc1-c1cccnc1 | -1 | -3 | 38 | 10 | 10 | -2 | 8 | -5 | 1.6
O=C(NCC1CC1)c1onc(CSc2ccc(F)c(F)c2)c1C(=O)NCC1CC1 | -1 | -6 | 1 | 18 | 31 | 6 | 13 | -2 | 0.3
C/C(=N\NC(=O)c1ccc(Cl)cc1)c1ccc(Br)s1 | 6 | 0 | 48 | -4 | -10 | -2 | -1 | 0 | 2.0
O=C(COC(=O)Cn1cnc2ccccc2c1=O)Nc1ccccc1OC(F)F | -1 | -4 | 1 | 0 | 15 | -2 | 7 | -5 | -0.8
COc1ccc2cc(CCNC(=O)CCc3ccccc3)c(=O)[nH]c2c1 | -3 | 9 | 12 | 14 | 6 | -7 | -34 | -3 | -0.6
COC(=O)c1cc(C(=O)c2ccc(Cl)cc2)n2c(=O)/c(=C\N(C)C)sc12 | 0 | 23 | 24 | 19 | 17 | 9 | 21 | 1 | 1.9
Cc1occc1-c1nnc(SCC(=O)Nc2ccccc2)n1C(C)c1ccccc1 (stereo unspecified) | 0 | -2 | 16 | -7 | 33 | 10 | 2 | -5 | -0.4
O=C(CSc1oc(-c2ccco2)nc1S(=O)(=O)c1ccc(F)cc1)NCC1CCCO1 (stereo unspecified) | 3 | -1 | 10 | 14 | 12 | 8 | 15 | -7 | -0.2
COC(=O)c1ccccc1NC(=O)C(C)NS(=O)(=O)c1ccc(OC)cc1 (stereo unspecified) | -7 | 5 | 8 | -1 | 24 | 0 | 3 | -2 | -2.6
COc1cccc(-c2nn(-c3ccccc3)cc2C(=O)NCC(=O)O)c1 | 0 | -3 | 8 | -5 | 2 | 9 | 6 | 0 | -2.0
CC(=O)NC(c1ccccc1)c1cccnc1 (stereo unspecified) | 2 | -7 | 6 | 11 | 5 | 4 | -14 | -2 | -1.6
Cc1ccc(/C=N/n2c(-c3ccco3)n[nH]c2=S)s1 | 0 | -7 | 28 | -18 | 24 | 0 | -7 | -3 | -0.4
CCOc1ccc(NC(=O)c2ccco2)cc1 | -2 | -2 | -68 | 1 | -3 | 1 | 10 | -3 | -1.0
CN(C)C(=O)N1CCN(C(=O)c2ccco2)CC1 | 0 | -6 | -9 | 7 | 3 | -1 | 12 | -4 | 0.0
CCOc1ccc(NC(=O)COc2ccc3c(c2)OCO3)cc1 | 4 | -2 | -24 | 2 | 3 | 9 | -5 | 0 | -1.1
C=CCN1C(=O)c2ccc(C(=O)NCCc3ccc(OC)c(OC)c3)cc2C1=O | -8 | 2 | 12 | 9 | 2 | -3 | -3 | 0 | -1.2
CCN(CC)c1ccc2cc(C(=O)O)c(=O)oc2c1 | 3 | -8 | 20 | -4 | -1 | 1 | -7 | 1 | -0.2
Cc1cc(-c2ccc(C(C)C)c(S(=O)(=O)N3CCN(c4ccccc4)CC3)c2)on1 | 2 | 4 | 49 | 5 | 16 | 8 | -18 | -3 | 0.5

molecule | UPR XBP1 act | EBI2 block | Mdm2-MdmX inh | CCR6 antag | tim23-1 inh | CXCR6 inh | APJ antag | APJ agonist | CHOP UPR activ
Cc1ccc(C(=O)N/C(=C\c2ccc(Cl)cc2)C(=O)NCCCN2CCOCC2)cc1 | -3 | -3 | 14 | 11 | -5 | -7 | 7 | -2 | 1.9
CCOc1ccccc1N1CCN(Cc2cnc(-c3ccccc3)[nH]2)CC1 | -2 | -8 | 12 | 4 | 1 | 0 | 5 | -2 | -1.4
CC1CCN(c2cc(=O)n(C3CCCCC3)c(=O)[nH]2)CC1 | 2 | -8 | 23 | -1 | 15 | 3 | 3 | 3 | 1.5
O=C(Cn1nc(Cl)nc1Cl)c1ccc([N+](=O)[O-])cc1 | -4 | -9 | 9 | -2 | 15 | -13 | -57 | -1 | 0.4
Cc1ccc(S(=O)(=O)/N=C(/NC(=S)Nc2cccc(C)c2)c2ccccc2)cc1 | -4 | 9 | -3 | 11 | 14 | 7 | 12 | -4 | 1.0
CSC1CCCCC1(O)CSc1nc2c(cc1C#N)CCCC2 (stereo unspecified) | 2 | 11 | 4 | 14 | 28 | 2 | 2 | -1 | 1.5
O=C(NC1CCCCC1)c1c2c(nc3ccccc13)CCC2 | -6 | -4 | -20 | 17 | 11 | 4 | -1 | -3 | -0.8
N/C(Cc1ccc(Cl)c(Cl)c1)=N\OC(=O)c1cccs1 | -1 | -22 | 26 | -25 | 62* | -19 | -47 | 19* | -1.1
Cc1c(Cl)cccc1NC(=S)N1CCN(c2ccccn2)CC1 | -3 | -10 | 23 | 1 | -11 | 3 | 10 | -2 | 1.4
CCCOC(=O)CC1C(=O)NCCN1Cc1ccccc1C (stereo unspecified) | 0 | -2 | -23 | 4 | -5 | 9 | -59 | -3 | -0.7
CCc1ccc(N=C2NC(=O)/C(=C/c3cc(OC)c(O)c(OC)c3)S2)cc1 | 13 | 15 | 38 | 7 | 23 | 8 | -3 | 4 | 1.1
Cc1csc(SC(C)C(=O)Nc2ccc(F)cc2Cl)n1 (stereo unspecified) | -4 | 13 | -8 | 20 | -5 | 0 | 1 | -2 | -0.5
CCCCC(CCC(=O)O)(C(=O)OCC)c1csc(Nc2ccccc2)n1 (stereo unspecified) | -1 | -2 | -3 | 6 | 24 | 1 | -1 | 2 | 3.0
C=CCn1c(=S)[nH]c2ccccc2c1=O | 3 | -2 | 25 | 1 | 20 | -2 | -5 | -1 | -2.1
CCCN(CCC)S(=O)(=O)c1ccc(C(=O)Nc2ccc(OCC(=O)N3CCOCC3)cc2)cc1 | 3 | -3 | 10 | 2 | -6 | -1 | -11 | -2 | -1.4
COc1ccc(OCCOc2ccc(C)nc2[N+](=O)[O-])cc1 | 4 | 0 | -33 | -7 | 6 | 2 | -10 | -2 | 5.8
Cc1ccc(C2CCN(C(=S)Nc3cccc(Cl)c3)C2)cc1 (stereo unspecified) | -1 | -1 | -8 | 19 | 39 | -2 | -20 | -1 | 0.2
CCN(CC(O)COCc1ccc(Cl)cc1)C1CCCCC1 (stereo unspecified) | -1 | 4 | 1 | -4 | -6 | 10 | 10 | -4 | -2.3
O=C(NNC(=O)C1C2CCC(C2)C1C(=O)O)c1ccc(Cl)cc1 (stereo unspecified) | 0 | -8 | -14 | -1 | 8 | -8 | -8 | -1 | -0.7
O=C(O)C1CCCCC1C(=O)Nc1ccc2c(c1)CCC2 (stereo unspecified) | -3 | 7 | -6 | -13 | 6 | 14 | -18 | 0 | -1.9

molecule | UPR XBP1 act | EBI2 block | Mdm2-MdmX inh | CCR6 antag | tim23-1 inh | CXCR6 inh | APJ antag | APJ agonist | CHOP UPR activ
CCOc1ccc(C(C)=O)cc1Cc1c(O)nc(N)[nH]c1=O | -3 | . | -10 | . | 8 | . | -3 | -3 | 1.3
O=C(NCCc1ccc(Cl)cc1)C1CC(=O)N(CCc2ccccc2)C1 (stereo unspecified) | -2 | 4 | -10 | 5 | 10 | 5 | 15 | -1 | 2.2
CCOc1ccc2nc(NC(=O)CSc3nc(SC)ns3)sc2c1 | 4 | 3 | -9 | 16 | 9 | 1 | 16 | 1 | 3.1
CCOC(=O)C1CCCN(/C=C2\SC(=S)N(CC)C2=O)C1 (stereo unspecified) | -1 | -13 | 24 | 13 | 16 | -2 | 1 | -2 | 0.0
COc1ccccc1CNC(=O)c1ccncc1 | -2 | -11 | 32 | 4 | 9 | 2 | 13 | -3 | 0.5
CC(=O)N1N=C(c2cccc(O)c2)CC1c1cccs1 (stereo unspecified) | 2 | -16 | 9 | 7 | 6 | 1 | 7 | 0 | 4.5
CCOC(=O)C1C(C(=O)NN)C1C(=O)Nc1ccccc1 (stereo unspecified) | 2 | -7 | -11 | 9 | 9 | -6 | 1 | 0 | 1.1
CCOc1ccc(NC(=O)CCC(=O)NNC(=O)COc2ccc(C)cc2)cc1 | 2 | 3 | 27 | -5 | -3 | 3 | -2 | -3 | 1.9
O=C(NNC(=O)C1CC(c2cccnc2)=NO1)Nc1cccc(F)c1 (stereo unspecified) | -1 | -5 | 27 | 3 | 12 | 2 | 4 | -2 | -0.8
CC(=O)Nc1ccccc1C(=O)C(=O)Nc1ccc(C)c(C)c1 | -1 | -3 | -76 | 8 | 3 | -1 | 16 | -3 | 3.3
Cn1ccnc1SCC(=O)NC1CCCCC1 | -4 | -3 | 5 | 5 | -4 | -2 | 8 | -2 | -2.1
COc1ccc(S(=O)(=O)N2CCOCC2)cc1NC(=O)CSc1ccc(F)cc1 | -4 | -7 | 15 | 3 | 10 | -3 | 8 | -4 | -1.7
O=C1C(Cc2cccc([N+](=O)[O-])c2)S/C(=N/N=C/c2ccco2)N1c1ccccc1 (stereo unspecified) | -1 | 1 | 14 | 9 | 3 | 6 | 5 | 0 | 1.4
CC(=O)CSc1nc2c(c(=O)[nH]c(=O)n2C)n1CCCc1ccccc1 | 9 | 3 | 2 | 8 | 0 | -4 | -23 | -1 | 9.2
CC(C(=O)Nc1ccc2c(c1)OCO2)N(c1ccc(Cl)cc1)S(C)(=O)=O (stereo unspecified) | 1 | -2 | -4 | -1 | 4 | 8 | -1 | -1 | -3.0
COc1ccc(S(=O)(=O)N2CCN(CCC(=O)Nc3ccc(F)cc3)CC2)cc1 | -1 | 2 | 27 | -5 | 16 | -6 | -2 | -1 | 3.8
CCN1CCOC(CC(=O)Nc2cccc([N+](=O)[O-])c2)C1=O (stereo unspecified) | -1 | -18 | 1 | 1 | 27 | -1 | 23 | -2 | 1.4
CC(C)C[C@H](NC(=O)N1CCCCCC1)C(=O)O | 1 | -4 | -4 | 13 | 18 | 1 | 8 | 0 | 1.5
COc1ccc(NC(=O)Nc2nnc(CC(=O)Nc3ccccc3)s2)cc1 | 0 | -9 | 3 | 18 | -11 | -8 | -15 | -1 | 1.4
CCOC(=O)c1cc(-c2ccccc2)sc1NC(=O)C(C)OC(=O)c1cccc(S(=O)(=O)N(C)C)c1 (stereo unspecified) | -2 | 27 | 26 | 22 | 10 | -4 | -8 | -2 | 0.2

Screening data from PubChem.
